Eya2 phos inh: blocks the phosphatase activity of human Eya2; O00167; AID 488837; Potency, µM (titrated, usually from 76.9 µM), inactives show at the top dose activity, negative = inhibition, actives largely listed as inhibitors; recombinant Eya2, OMFP fluorescence dephosphorylation (OMFP is methylfluorescein phosphate); 330,000 tested, 0.006% active; note: potency is the fitted concentration of half-maximal effect; % is set by controls: 0 for no effect and ±100 for the full control effect
Target sequence (O00167 whole entry, looked up): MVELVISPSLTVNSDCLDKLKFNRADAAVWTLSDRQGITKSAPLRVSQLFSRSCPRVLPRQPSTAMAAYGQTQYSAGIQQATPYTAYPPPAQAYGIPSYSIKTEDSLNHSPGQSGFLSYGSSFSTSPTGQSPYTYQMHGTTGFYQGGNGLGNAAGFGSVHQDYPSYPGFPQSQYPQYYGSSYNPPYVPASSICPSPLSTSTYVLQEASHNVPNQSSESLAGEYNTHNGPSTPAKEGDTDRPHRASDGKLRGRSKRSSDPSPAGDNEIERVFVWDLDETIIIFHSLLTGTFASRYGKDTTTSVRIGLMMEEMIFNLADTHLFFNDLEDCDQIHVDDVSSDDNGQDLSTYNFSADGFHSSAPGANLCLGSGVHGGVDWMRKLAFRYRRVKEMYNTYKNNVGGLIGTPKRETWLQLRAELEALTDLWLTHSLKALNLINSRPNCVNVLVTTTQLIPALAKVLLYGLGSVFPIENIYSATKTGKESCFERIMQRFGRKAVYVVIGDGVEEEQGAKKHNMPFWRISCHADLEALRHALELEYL
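Eya2 (0.2 uM) preincubated 10 min at ambient with compound, then OMFP substrate added at 50 uM; 10 min reaction in 50 mM HEPES pH 7.5, 50 mM NaCl, 5 uM MgCl2, 0.05% BSA, 1 mM DTT. Fluorescence read at Ex 485/Em 525 nm.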
A-T KAP1 phos: potential ataxia-telangiectasia treatments restoring KAP-1 phosphorylation; Potency, µM (top dose mostly 57.5 µM), for the others: at the top dose activation, usual class: activators; AID 485349; […] A-T fibroblasts, KAP-1 phosphorylation AlphaLISA; neocarzinostatin DNA damage 30 min before lysis; 320,000 tested, 0.19% active; note: potency is the fitted concentration of half-maximal effect; % of control where 0% means no effect; nearly all actives have a fitted effect of over 45% in size
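hTERT-immortalized A-T patient fibroblasts ([…]), 500 cells/well in OPTI-MEM, 1% FBS, got compounds for 60 min, then NCS for 30 min at 37C. Lysates were then assayed for phospho-KAP-1 by AlphaLISA (anti-pKAP1 donor, anti-KAP1 acceptor beads), 6 hr at 25C.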
Tb PFK inh: inhibitors of T. brucei phosphofructokinase. O15648. T. brucei PFK, ADP-Glo luminescence. Potency, µM (doses to about 57.5 µM), for the others: at the highest dose activity, negative = inhibition, usual class: inhibitors. 330,000 tested, 0.17% active. AID 485367;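 note: potency is the fitted concentration of half-maximal effect; 0% = uninhibited 1x PFK enzyme wells and -100% = no-enzyme wells; nearly all actives have a fitted effect of over 60% in size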
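1.25 nM PFK with 0.5 mM F6P and 0.1 mM ATP in 0.1 M TEA pH 8.0, 5 mM MgCl2, incubated 45 min at room temperature; ADP measured by ADP-Glo luminescence; compounds titrated up to 57 uM.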
TSHR antag: antagonists of human thyroid stimulating hormone receptor. P16473. TSHR-expressing cells, TSH-stimulated cAMP HTRF, 2 h; stronger effect = lower value. activity change, negative = inhibition, % at 11.5 µM. 330,000 tested, 0.2% active. AID 504810;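 active = activity change below a set negative limit, meaning inhibition stronger than a set level, cut at about -70% in these data; inconclusive = activity change between two set negative limits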; note: % is set by controls: 0 for no effect and ±100 for the full control effect
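Antagonism was scored as loss of TSH-driven cAMP in TSHR cells, stimulated with 4nM TSH (EC80) for 2 hours at 37 deg C and detected by homogeneous HTRF competition immunoassay.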
Chronic BCR inh: blocks chronic active B-cell receptor signaling | ABC-DLBCL IkBa-CBG/CBR reporter, luminescence ratio, 4 h | AID 493014 | Potency, µM (top dose mostly 46.1 µM), without a hit: at the highest dose ratio change, negative = lower green/red ratio, most hits filed as inhibitors | 340,000 tested, 0.05% active; active = well fitted inhibition curve with a large enough effect in the signal ratio, with a control signal flat, not every such curve was filed as active; inconclusive = small, poorly fitted or top-dose-only effect, or effect the other way, or a change in a side signal; the % refers to the signal ratio;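 note: potency is the fitted concentration of half-maximal effect; plate controls were basal doxycycline-induced cells for no effect and cells given 10 µM MG132 for full effect; MG132 reads +100%, hits lower the ratio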
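Cell line TMD8 (human ABC DLBCL), stably expressing tet-inducible CBG68-IkBa fusion and CBR; IMDM/0.5% FBS; cpd up to 46 uM; dox induction, 4 h, 37C/5% CO2; dual luminescence; green/red ratio; MG132 control.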
TCR act: T cell receptor activation. 330,000 tested, under 10 active. Potency, µM (series often up to 9.22 µM), for the others: at the highest dose activation of IL-2 secretion, hits mostly activators. primary human leukocytes, anti-CD3, IL-2 HTRF, 48 h. AID 504894; note: % of control where 0% means no effect
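1) Mix primary human leukocytes, a-CD3 beads and compound. 2) Incubate 48 hr. 3) Add HTRF IL-2 reagents (a-IL-2-K, a-IL-2-d2).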
Mito fusion act: inhibitors of mitochondrial division or activators of mitochondrial fusion | S. cerevisiae fusion-defective mutant growth rescue, CellTiterGlo 48 h | Potency, µM (doses to about 46.1 µM), for the others: top-dose growth rescue (activation), most hits filed as activators | 320,000 tested, 0.23% active | AID 485298;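 note: potency is the fitted concentration of half-maximal effect; % of control where 0% means no effect; nearly all actives have a fitted effect of over 45% in size; temperature-sensitive fusion mutants such as fzo1-1 at 37 °C on non-fermentable ethanol glycerol medium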
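S. cerevisiae fusion-defective temperature-sensitive mutants (e.g. fzo1-1, mgm1-5) grown 48 h at 37C in YPEG (ethanol/glycerol non-fermentable) medium with 23 nl compound per well; growth rescue read as CellTiterGlo luminescence.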
ELG1 DNA repair: inhibitors of ELG1-dependent DNA repair in HEK293T cells | HEK293T ELG1-luciferase reporter, luminescence, 16 h; DNA damage induced by 5-fluorouridine | Potency, µM (series often up to 46.1 µM), for inactives: at the highest dose activity change, negative = inhibition, most hits filed as inhibitors | 330,000 tested, 2.3% active; note: potency is the fitted concentration of half-maximal effect; % is set by controls: 0 for no effect and ±100 for the full control effect; nearly all actives have a fitted effect of over 55% in size
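DMSO vehicle served as the neutral condition. Each well held 2,000 cells given 5-fluorouridine plus compound; after 16 hr at 37 °C/5% CO2, ONE-Glo was added and luciferase measured 30 min later.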
ASM inhibitor: inhibitors of human secretory acid sphingomyelinase; P17405; placental ASM, HMU-PC fluorogenic substrate, 60 min; Potency, µM (titrated, usually from 57.5 µM), for the others: top-dose activity change, negative = inhibition, usual class: inhibitors; 340,000 tested, 0.006% active; note: potency is the fitted concentration of half-maximal effect
Target sequence (P17405 47-631 limits assumed): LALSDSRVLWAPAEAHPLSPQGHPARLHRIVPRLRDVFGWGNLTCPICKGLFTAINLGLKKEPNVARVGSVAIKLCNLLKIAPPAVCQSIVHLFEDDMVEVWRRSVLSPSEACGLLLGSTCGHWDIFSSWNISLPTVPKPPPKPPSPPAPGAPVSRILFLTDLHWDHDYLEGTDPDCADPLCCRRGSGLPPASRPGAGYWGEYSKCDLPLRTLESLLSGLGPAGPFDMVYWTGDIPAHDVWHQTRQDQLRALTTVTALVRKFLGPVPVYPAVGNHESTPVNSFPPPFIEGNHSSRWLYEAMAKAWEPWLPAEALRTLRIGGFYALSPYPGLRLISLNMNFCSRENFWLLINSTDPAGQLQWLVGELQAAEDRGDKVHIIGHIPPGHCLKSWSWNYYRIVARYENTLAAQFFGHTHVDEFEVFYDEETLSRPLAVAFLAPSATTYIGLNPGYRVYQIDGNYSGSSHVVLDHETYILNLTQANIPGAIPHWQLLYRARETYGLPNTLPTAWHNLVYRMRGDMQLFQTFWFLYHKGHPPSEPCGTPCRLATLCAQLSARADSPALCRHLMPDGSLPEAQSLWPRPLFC
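qHTS format. ASM enzyme prepared from human placenta hydrolyses the fluorogenic substrate HMU-PC0 (9 uM final) over 60 min at 37 °C after a 10 min compound preincubation.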
PTAP TSG101 blk: blocks PTAP/TSG101 interaction to inhibit HIV-1 budding | 340,000 tested, under 10 active | Fluorescence polarization, FITC-PTAP peptide / Tsg101 binding | Potency, µM (highest dose often 115 µM), for the others: at the top dose activity change, negative = inhibition, usual class: inhibitors; active = well fitted inhibition curve with a large enough effect in the main read-out, with a control signal flat, not every such curve was filed as active; inconclusive = small, poorly fitted or top-dose-only effect, or effect the other way, or a change in a side signal; inactive = no such curve, though single readings can be large or run the other way; note: potency is the fitted concentration of half-maximal effect; % of control where 0% means no effect
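Fluorescence polarization binding of Tsg101 binding domain (10 uM final) to FITC-labeled PTAP peptide (50 nM final) in HEPES pH 7.5 buffer with NaCl, Tween 20, EDTA, TCEP. Compounds added before peptide; binding 20 min at RT.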
Integrin act MD: integrin-mediated muscular dystrophy alleviation activation. AID 624291. 350,000 tested, 0.064% active. alpha7betagal myoblasts, beta-gal FDG fluorescence, 48 h. Potency, µM (highest dose often 38.3 µM), inactives show top-dose activation, usual class: activators;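 note: potency is the fitted concentration of half-maximal effect; 100% = response of the positive control SU9516; nearly all actives have a fitted effect of over 60% in size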
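alpha7betagal+/- myoblasts (passage 13, 250/well) treated 48 h at 37C with compounds at 1:260 dilution of DMSO stock. Lysed, then beta-galactosidase activity read as FDG fluorescence (ex 480/em 540) after 30 min, with pre-read for autofluorescence.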
* = called active by the depositor; u = inconclusive; x = not tested or not shown; [ ] = dose if it differs, or a comment. Unless noted, calls come from the whole dose curve; as a rule, active = well fitted curve in the direction sought with a large enough effect; inconclusive = small, poorly fitted or top-dose-only effect, or another doubt; inactive = no such curve, though single readings can be large; an effect the other way counts as inactive or inconclusive.

no. | SMILES | Eya2 phos inh | A-T KAP1 phos | Tb PFK inh | TSHR antag | Chronic BCR inh | TCR act | Mito fusion act | ELG1 DNA repair | ASM inhibitor | PTAP TSG101 blk | Integrin act MD
1 | CCOc1ccc(CCNC(=O)C2CC(=O)N(Cc3ccc(OC)cc3)C2)cc1OCC (stereo not drawn) | 0% | -2% | 2% | -13 | 0% | 2% | -7% | -4% | 0% | -3% | -10%
2 | O=C(NCCCN1CCOCC1)c1cccc(S(=O)(=O)N2CCN(c3ccccc3)CC2)c1 | 10% | 4% | 0% | 3 | -2% | 10% | -1% | 1% | x | -1% | -5%
3 | O=C(NNC(=O)C1CC1)c1cc(=O)[nH]c2ccccc12 | 3% | -2% | 0% | -2 | 0% | -1% | x | -18% | 0% | -3% | -6%
4 | CCOC(=O)c1c(C)[nH]c(C)c1C(=O)COC(=O)c1ccc([N+](=O)[O-])s1 | -12% | -15% | -17% | 19 | 0% | 1% | 6% | u | -5% | -3% | 0%
5 | O=C(Nc1ccc(N2CCOCC2)c(Cl)c1)c1ccccc1Cl | -1% | 6%[11.5 µM] | -2% | -3 | u | -1% | 2% | u | -5% | -2% | -1%
6 | Cc1cccc(Nc2nc(N)c([N+](=O)[O-])c(N3CCOCC3)n2)c1 | 4% | -4% | 0% | 9 | -6% | -18%[46.1 µM] | -12% | u | -5% | -1% | 10%
7 | CCOc1cc(N2CCOCC2)c(OCC)cc1NC(=O)COC(=O)CCOc1ccc(C)cc1 | -1% | -9% | -1% | -20 | u | 0% | 6% | -26% | -1% | 0% | 10%
8 | COc1ccc(OCC(O)CN2C(=O)c3ccccc3S2(=O)=O)cc1 (stereo not drawn) | -10%[15.4 µM] | 5% | -5% | -2 | u | 10% | 2% | 11% | 1% | 1% | 13%
9 | CC(CN1CCOCC1)OC(=O)c1ccccc1Cl (stereo not drawn) | -16% | -9% | -3% | -6 | 6% | -25% | 1% | 6% | -1% | -1% | 3%
10 | O=C(Cc1ccc(S(=O)(=O)N2CCOCC2)s1)NCCOc1ccccc1F | 15% | 1% | 0% | 5 | 7% | 2% | 2% | 15% | 3% | -3% | -4%
11 | NS(=O)(=O)c1ccc(CCN2C(=O)/C(=C\c3ccc(Cl)cc3)SC2=S)cc1 | 0% | -1% | 4% | -7 | 2% | -6%[46.1 µM] | -10% | -9% | -1% | 0% | -26%
12 | O=C(N/C=C/c1ccco1)OCc1ccccc1 | -7% | -1% | -1% | -7 | u | 9% | -9% | u | 3% | -5% | 9%
13 | C[C@@H]1O[C@@H](OC[C@@H]2O[C@H](Oc3c(-c4ccc(O)cc4)oc4cc(O)cc(O)c4c3=O)[C@@H](O)[C@H](O)[C@H]2O)[C@H](O)[C@H](O)[C@H]1O | 16% | 4% | 7% | -7 | 4% | 5% | x | 0% | -2% | 0% | 12%
14 | Cn1c(=O)c2c(nc(Sc3ncnn3CC(=O)NC(C)(C)C)n2C)n(C)c1=O | 0% | 2% | 2% | -2 | 8% | x | 5% | -11% | 2% | -1% | 2%
15 | O=C1CC(c2cccc(Br)c2)C2=C(COC2=O)N1 (stereo not drawn) | 5% | 3% | -6% | 9 | 0% | 5% | -7% | 11% | -2% | 0% | 6%
16 | CCOC(=O)c1cc(-c2ccc(Cl)cc2)nc2c1c(C)nn2CCC#N | 26% | 3% | 4% | -17 | 2% | 3% | 1% | u | 15% | -2% | -14%
17 | COc1ccc(C2C3=C(CC(C)(C)CC3=O)Oc3ncn(Cc4ccccc4)c(=N)c32)cc1 (stereo not drawn) | -4% | x | -4% | -4 | 11% | 4% | -9% | u | -3% | -3% | -8%
18 | CCCNc1c(NS(=O)(=O)c2ccc(OC)c(OC)c2)c(=O)oc2ccccc12 | 4% | 12% | -1% | 18 | u | 2% | 2% | -4% | 5% | 0% | 0%
19 | Cn1nnnc1Sc1ncnc2scc(-c3ccc4c(c3)OCO4)c12 | -15% | -1% | 0% | -5 | -12% | -2% | x | -22% | 3% | 2% | x
20 | C=CCO/N=C/C1=C(O)C(C(=O)OC)C(C)(C)CC1=O (stereo not drawn) | 8% | 8% | -16% | -10 | 4% | 1% | -2% | -14% | -3% | -3% | -8%
21 | CCCN(C(=O)CSc1ccccc1C(=O)O)C1CCS(=O)(=O)C1 (stereo not drawn) | -13% | 3% | -3% | x | 1% | x | x | u | 1% | -4% | 45%
22 | O=C(O)c1c[nH]c2ccc(S(=O)(=O)N3CCN(c4ccc(F)cc4)CC3)cc2c1=O | -25% | -5% | -29% | -7 | 2% | -24% | 1% | -2% | 7% | -3% | 13%
23 | Cc1ccc(/C=N/N2CCOCC2)s1 | 9% | -3% | -3% | 17 | -12% | -6% | -6% | u | 1% | -3% | 33%
24 | Cn1c(N)c(C(=O)COC(=O)COc2ccccc2Cl)c(=O)n(C)c1=O | 5% | -12% | -1% | 6 | -2% | -5% | 5% | 7% | -1% | -2% | 16%
25 | CCN1C(=O)/C(=C\N(C)C)c2ccccc21 | -21% | -4% | 3% | -7 | -5% | -4%[46.1 µM] | 23% | 19% | 1% | -1% | 0%
26 | COCCCNC(=O)CN(c1ccc(OC)cc1)S(=O)(=O)c1ccc(NC(C)=O)cc1 | 13% | 4% | 1% | 12 | -5% | -4% | -1% | -9% | 0% | -4% | 9%
27 | COCCNC(=O)CNS(=O)(=O)c1ccc2nc(C)sc2c1 | -5% | -2% | 5% | -7 | -1% | 9% | 2% | 5% | 2% | -6% | 5%
28 | CCc1c(C#N)c(N)nc(SCC(=O)OCc2ccccc2)c1C#N | 3% | 12% | 0% | -17 | u | 8% | 3% | 3% | -5% | -5% | 14%
29 | COc1ccc(Cc2nnc(NC(=O)c3ccc(OC)c(OC)c3)s2)cc1 | 8% | 0% | 1% | -9 | 5% | 9% | -3% | -18% | 4% | -2% | 0%
30 | CCSc1nnc(NC(=O)C2CSC3(C)CCC(=O)N23)s1 (stereo not drawn) | 7% | -4% | 1% | -7 | -2% | x | x | 3% | -5% | 1% | 31%
31 | c1ccc(Cc2noc(CN3CCC(CN4CCOCC4)CC3)n2)cc1 | -5% | -3% | -1% | 2 | -18% | -2% | 5% | 5% | 8% | 0% | -17%
32 | CCOc1ccc(NC(=O)CC2C(=O)N(c3ccc(OC)cc3)C(=O)N2Cc2ccc(OC)cc2)cc1 (stereo not drawn) | 9% | -4% | -3% | 3 | 4% | 5% | 6% | -1% | -17% | -2% | -19%
33 | CC(C)(C)c1nnc(NS(=O)(=O)c2ccc([N+](=O)[O-])cc2)s1 | 17% | -10% | -2% | -6 | u | -5% | 0% | -10% | 8% | -2% | 0%
34 | Cc1nc(CN(C)C(=O)c2cc(COc3ccc4ncccc4c3)on2)cs1 | 8% | 1% | 2% | -5 | -27% | -12% | 5% | u | -2% | -5% | -39%[inhibitor]
35 | O=C(CSc1nnnn1-c1cccnc1)Nc1cccc(Cl)c1 | -8% | -1% | -11% | 23 | 3% | -3% | 0% | 0% | 0% | -3% | 14%
36 | CC(C)c1ccc(OCC(=O)N(c2ccccn2)C2CCCCC2)cc1 | -13% | 16% | -1% | 19 | u | -3%[46.1 µM] | u | -7% | -2% | -1% | -9%
37 | Cc1ccccc1NC(=O)C1CCN(S(=O)(=O)c2cccc3nonc23)CC1 | 19% | 3% | 2% | 18 | -20% | 6% | 9% | u | -1% | -3% | 7%
38 | O=C(CSc1nc(-c2ccccc2)c(-c2ccccc2)o1)NC1CCS(=O)(=O)C1 (stereo not drawn) | -11% | 5% | 3% | 13 | -5% | 3% | -5% | 23µM* | -6% | 0% | 4%
39 | O=C(CSc1cccc[n+]1[O-])CSc1cccc[n+]1[O-] | 7% | 5% | -2% | 4 | u | 9% | 2% | -5% | 7% | 1% | -10%
40 | Cc1cc(OC(=O)N2CCOCC2)cc(C)c1Cl | x | x | x | x | x | 2% | -17% | x | 0% | -9% | -26%

Assay outcomes (PubChem)

Rows were taken by chance, and some 3.2% of all compounds hit somewhere here.
